Assay outcomes from PubChem BioAssay.
FXN GAA850 act = increases GAA850 frataxin promoter reporter activity; HEK293 lucGAA850 FXN promoter luciferase reporter, 24 h; percent of 10 µM SAHA response; activation, % at 6 µM; 360,000 tested, 0.56% active; AID 540364;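 active = activation above the average of all compounds screened plus 3 SD, cutoff fixed separately per campaign, cut at about 7.5% in these data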;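 note: 0% = DMSO wells and 100% = 10 µM SAHA wells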
ADAM17 inh = inhibits human ADAM17; P78536; recombinant ADAM17, EDANS/DABCYL FRET peptide cleavage; inhibition, % at 6.95 µM; 370,000 tested, 0.83% active; AID 720648;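 active = inhibition above the mean of compounds lying between control limits plus 3 SD, set per campaign, cut at about 8.5% in these data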;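 note: 0% = DMSO-only wells as the low control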
Target sequence (P78536 215-824 limits assumed): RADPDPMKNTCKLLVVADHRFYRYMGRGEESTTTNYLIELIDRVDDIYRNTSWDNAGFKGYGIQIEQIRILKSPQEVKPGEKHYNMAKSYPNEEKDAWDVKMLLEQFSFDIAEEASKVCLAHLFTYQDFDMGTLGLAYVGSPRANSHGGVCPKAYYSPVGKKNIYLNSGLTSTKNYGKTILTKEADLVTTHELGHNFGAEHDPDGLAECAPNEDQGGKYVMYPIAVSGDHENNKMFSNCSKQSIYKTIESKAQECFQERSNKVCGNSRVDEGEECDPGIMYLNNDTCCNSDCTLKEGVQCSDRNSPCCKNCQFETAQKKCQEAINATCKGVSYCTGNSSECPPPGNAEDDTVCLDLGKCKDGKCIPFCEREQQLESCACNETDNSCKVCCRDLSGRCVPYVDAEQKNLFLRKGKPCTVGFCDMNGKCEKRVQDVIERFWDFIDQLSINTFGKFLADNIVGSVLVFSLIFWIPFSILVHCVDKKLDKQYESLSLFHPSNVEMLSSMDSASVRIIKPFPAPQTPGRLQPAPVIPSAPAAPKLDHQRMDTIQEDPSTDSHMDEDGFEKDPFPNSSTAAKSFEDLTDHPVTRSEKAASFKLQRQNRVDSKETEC
sPLA2-III inh = Blocks human group III sPLA2 activity | Q9NZ20 | QFRET BODIPY PC-A2 liposome hydrolysis, fluorescence | inhibition, % at 12.2 µM | 370,000 tested, 0.56% active | AID 743126;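 active = inhibition above mean plus 3 SD of compounds lying within the high and low control bounds, cut at about 19% in these data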;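 note: 0% = median of test compound wells and 100% = no enzyme DMSO wells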
Target sequence (Q9NZ20 whole entry, looked up): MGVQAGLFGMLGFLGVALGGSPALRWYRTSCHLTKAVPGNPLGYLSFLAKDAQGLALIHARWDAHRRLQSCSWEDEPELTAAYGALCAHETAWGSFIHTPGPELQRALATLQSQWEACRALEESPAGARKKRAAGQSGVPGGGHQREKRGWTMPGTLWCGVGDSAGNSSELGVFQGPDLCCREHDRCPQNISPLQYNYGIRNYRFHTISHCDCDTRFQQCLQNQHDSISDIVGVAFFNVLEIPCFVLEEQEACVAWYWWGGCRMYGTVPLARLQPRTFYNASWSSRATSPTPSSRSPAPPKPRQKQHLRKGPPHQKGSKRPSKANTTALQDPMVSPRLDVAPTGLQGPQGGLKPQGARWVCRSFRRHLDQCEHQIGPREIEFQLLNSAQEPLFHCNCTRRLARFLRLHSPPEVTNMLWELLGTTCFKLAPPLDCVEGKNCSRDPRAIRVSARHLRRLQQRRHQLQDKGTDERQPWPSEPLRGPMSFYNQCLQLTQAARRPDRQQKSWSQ
ssDAF12 agonist = activates DAF-12 receptor from parasite S. stercoralis. HEK293 ssDAF-12/GRIP1 lit1-tk-luc reporter, luminescence; % of 3 µM dafachronic acid response. activation, % at 6.8 µM. 370,000 tested, 1% active;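 active = activation above the mean over all tested compounds plus 3 SD, cut at about 0.9% in these data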;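 note: 0% = DMSO-only wells and 100% = 3 µM delta7-dafachronic acid wells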
hgDAF-12 ag = activates the H. glycines DAF-12 receptor ligand-binding domain. HEK293 GAL4-hgDAF12 UAS-luciferase reporter, agonist luminescence; normalized to butyrate control. activation, % at 6.8 µM. 370,000 tested, 1.8% active. AID 687014;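 active = activation above a cutoff set at the mean of all screened compounds plus 3 SD, cut at about 10% in these data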;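 note: 0% = DMSO wells and 100% = sodium butyrate wells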
ADAM10 inh = ADAM10 inhibition, QFRET primary screen | inhibition, % at 7 µM | AID 720582 | recombinant ADAM10, EDANS/DABCYL FRET peptide cleavage, 3 h | O14672 | 370,000 tested, 0.62% active;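 active = inhibition above a per-campaign cutoff equal to the mean of compounds falling between control-based bounds plus 3 SD, cut at about 20% in these data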;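 note: 0% = DMSO wells while the 100% control is not disclosed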
PLC-gamma1 inh = inhibitors of human phospholipase C gamma1; P19174; purified PLC-gamma1, fluorogenic substrate, fluorescence; inhibition, % at 12.2 µM; 370,000 tested, 0.84% active; in the data active = inhibition above about 9.5%
PLC-beta3 inh = PLC-beta3 (human) inhibition, primary screen; Q01970; Purified PLC-beta3, fluorogenic substrate, fluorescence; inhibition, % at 12.2 µM; 370,000 tested, 0.18% active; AID 720704; in the data active = inhibition above about 11%;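 note: 0% = median of compound wells on plate and 100% = full blocker control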
DAX1 inh-1 = DAX1 (NR0B1) inhibition, primary screen; inhibition, % at 6.8 µM; 370,000 tested, 1.1% active; HEK293T StAR-luciferase reporter, SF-1/DAX-1 repression relief; AID 652010;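 active = inhibition above the mean over all tested compounds plus 3 SD, cut at about 3.6% in these data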;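 note: 0% = DAX-1 cells with DMSO and 100% = cells lacking DAX-1 with DMSO; higher inhibition means more luminescence from relief of DAX-1 repression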
DAX1 inh-2 = inhibits human nuclear receptor DAX1; 340,000 tested, 0.99% active; P51843; inhibition, % at 6.75 µM; AID 504766; HEK293 Gal4-DAX1 luciferase reporter, luminescence;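 active = inhibition above the mean over all tested compounds plus 3 SD, cut at about 4.2% in these data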;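 note: 0% = DAX1-transfected cells with DMSO and 100% = empty-vector control cells with DMSO; inhibition shows as a rise in luminescence from relieved DAX1 repression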
hcDAF-12 act = activates DAF-12 receptor from parasite H. contortus | AID 652067 | 370,000 tested, 1.4% active | activation, % at 6.8 µM | HEK293 hcDAF-12 lit1-tk-luc reporter, luminescence; 0% DMSO, 100% Δ7-dafachronic acid;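 active = activation above the mean of all tested compounds plus 3 SD, cut at about 5.5% in these data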;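 note: 100% = response to 3 µM Δ7-dafachronic acid high control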
Numbers without * were called inactive; i = inactive; . = not tested or not shown. No enrichment for hits; about 6.9% have a hit in one of these screens.

SMILES | FXN GAA850 act | ADAM17 inh | sPLA2-III inh | ssDAF12 agonist | hgDAF-12 ag | ADAM10 inh | PLC-gamma1 inh | PLC-beta3 inh | DAX1 inh-1 | DAX1 inh-2 | hcDAF-12 act
COc1cccc(CNc2nc3cc(-c4cccc(C(F)(F)F)c4)sc3c(=O)n2C)c1 | -1.5 | -5 | 2 | -1.1 | 1.2 | -15 | -2 | 0 | -0.4 | . | -0.9
O=C(COc1ccc(/C=N/NS(=O)(=O)c2ccccc2)cc1)N1CCOCC1 | 1.6 | -5 | 0 | 0.2 | -1.1 | -11 | -1 | 2 | 0.0 | 1.9 | -1.2
CC(Sc1ncc(C(F)(F)F)cc1Cl)C(=O)NC(N)=O (stereo not given) | -1.3 | -2 | -2 | -1.2 | -0.5 | 9 | 0 | 0 | 0.4 | -0.6 | -0.2
COc1cccc(NC(=O)CN(C)C(=O)c2ccc3c(c2)CC(c2ccccc2)OC3=O)c1 (stereo not given) | 0.0 | -5 | -1 | -0.9 | -1.7 | -13 | -6 | -13 | -2.0 | -0.4 | -1.0
Cc1ccc(C(=O)NCC(=O)N2CCCCCCC2)cc1 | 2.2 | -1 | 10 | -1.1 | 0.8 | -9 | -1 | -8 | 2.8 | 0.2 | 1.5
COc1ccccc1C(OC(=O)c1cccs1)C(=O)NCc1ccco1 (stereo not given) | -2.0 | 1 | -12 | -1.0 | 0.2 | 3 | 1 | -2 | 0.2 | -0.9 | -0.6
CCn1c(C(=O)N2CCC(C(=O)N3CCN(c4ccccn4)CC3)CC2)cc2sccc21 | -1.6 | -2 | 0 | -0.9 | -1.4 | -19 | 0 | -3 | -0.6 | -1.1 | -0.2
CC1CCCN(C(=O)c2cc3c(=O)n4ccccc4nc3s2)C1 (stereo not given) | 6.1 | -414 | 5 | -0.3 | 6.8 | i | -418 | i | 1.3 | 0.5 | 5.1
CCN(CC(=O)Nc1ccccc1OC)C(=O)CCc1ccccc1 | 0.9 | 0 | -11 | -1.1 | -0.5 | 5 | 1 | -4 | -0.4 | -2.0 | -1.8
O=S1(=O)c2ccc(Br)cc2OC(COCc2ccccc2)CN1Cc1ccccc1 (stereo not given) | 0.2 | -1 | 4 | -0.8 | -1.2 | 0 | 0 | 3 | -0.5 | -0.3 | 1.1
COc1cccc(/C=C/c2ccc3ccccc3n2)c1OC(C)=O | -0.2 | -69 | -12 | 0.1 | 5.0 | -200 | -90 | -102 | 1.8 | -2.6 | 3.0
CCN1CCCC1CNC(=O)c1cc2c(-c3cccc(OC)c3)nn(C)c2s1 (stereo not given) | 1.6 | -80 | -7 | 0.6 | 2.3 | -414 | -226 | -282 | 1.3 | 0.1 | 3.9
Cc1nnc(SCC(=O)N(C2CCCCC2)C2CCS(=O)(=O)C2)n1N (stereo not given) | 4.5 | -5 | 9 | -0.9 | -1.6 | -8 | 2 | -8 | -1.0 | 0.7 | -0.5
COc1ccccc1-c1nnc(-c2ccc(C)cc2)o1 | 2.8 | -5 | -5 | 0.5 | 11* | -16 | 1 | -2 | 2.2 | 8.4* | 8.0*
CC1(C)Cc2ccccc2-c2nnnn21 | -1.1 | 4 | 23* | -1.4 | 1.8 | -4 | 1 | -4 | -1.3 | -0.7 | -3.5

Quoted at random: 5 entries already listed, in no set order.
SMILES | FXN GAA850 act | ADAM17 inh | sPLA2-III inh | ssDAF12 agonist | hgDAF-12 ag | ADAM10 inh | PLC-gamma1 inh | PLC-beta3 inh | DAX1 inh-1 | DAX1 inh-2 | hcDAF-12 act
O=C(COc1ccc(/C=N/NS(=O)(=O)c2ccccc2)cc1)N1CCOCC1 | 1.6 | -5 | 0 | 0.2 | -1.1 | -11 | -1 | 2 | 0.0 | 1.9 | -1.2
COc1cccc(CNc2nc3cc(-c4cccc(C(F)(F)F)c4)sc3c(=O)n2C)c1 | -1.5 | -5 | 2 | -1.1 | 1.2 | -15 | -2 | 0 | -0.4 | . | -0.9
CC1CCCN(C(=O)c2cc3c(=O)n4ccccc4nc3s2)C1 (stereo not given) | 6.1 | -414 | 5 | -0.3 | 6.8 | i | -418 | i | 1.3 | 0.5 | 5.1
COc1ccccc1C(OC(=O)c1cccs1)C(=O)NCc1ccco1 (stereo not given) | -2.0 | 1 | -12 | -1.0 | 0.2 | 3 | 1 | -2 | 0.2 | -0.9 | -0.6
CCN(CC(=O)Nc1ccccc1OC)C(=O)CCc1ccccc1 | 0.9 | 0 | -11 | -1.1 | -0.5 | 5 | 1 | -4 | -0.4 | -2.0 | -1.8

Other records
SMILES | FXN GAA850 act | ADAM17 inh | sPLA2-III inh | ssDAF12 agonist | hgDAF-12 ag | ADAM10 inh | PLC-gamma1 inh | PLC-beta3 inh | DAX1 inh-1 | DAX1 inh-2 | hcDAF-12 act
O=C(NCc1ccccc1)C1=C[C@@H](c2csc3ccccc23)C[C@@H](OCc2ccc(CO)cc2)O1 | 1.2 | 4 | -16 | -1.5 | -4.6 | -1 | -20 | -32 | -0.8 | -1.7 | -0.5
CCOC(=O)c1c(-c2ccccc2)nc2ccccn12 | 2.7 | -3 | -1 | -1.4 | 1.2 | -4 | 9 | 0 | -0.8 | -0.8 | 1.4
Cc1ccc(N(Cc2cc(=O)[nH]c3ccccc23)C(=O)C(C)C)cc1 | 1.1 | -5 | -2 | -0.5 | 7.7 | -7 | 1 | -9 | 0.6 | 4.0 | 1.4
N#C/C(=C(/O)c1cccs1)c1nnc2n1CCCCC2 | -0.6 | 1 | 3 | -1.3 | 1.6 | 5 | 2 | 0 | 0.1 | -0.8 | 0.2
CC1(C)CC(=O)C(C2C3=C(CC(C)(C)CC3=O)Oc3c(Br)cc(Br)cc32)=C(O)C1 (stereo not given) | -1.2 | -4 | -1 | 0.7 | 11* | -4 | -3 | -4 | 0.5 | 0.8 | 2.9
O=C(C1=C[C@H](c2ccc3c(c2)OCO3)C[C@H](OCCCCO)O1)N1CCN(Cc2ccc3c(c2)OCO3)CC1 | 2.1 | -2 | -5 | -1.4 | -1.2 | -2 | -2 | -5 | -0.1 | -0.4 | -2.7
CCCCN(Cc1nc2ccccc2c(=O)[nH]1)C(=O)c1nn(C)c(=O)c2ccccc12 | -1.7 | -3 | 3 | -1.0 | -1.6 | -13 | -7 | -19 | -2.5 | -1.5 | -0.1
Fc1ccccc1NC(=S)NN(Cc1ccccc1)c1ccccc1 | -4.0 | -1 | 8 | -0.5 | 0.6 | 2 | -1 | 1 | 0.1 | 0.8 | -0.6
O=C(COC(=O)c1n[nH]c2ccccc12)c1cccc(Br)c1 | 1.2 | 4 | -61 | -1.5 | -1.1 | 18 | 2 | -3 | -1.2 | 0.8 | -1.0
Cc1oc2ccccc2c1-c1cn2c(n1)SCC2 | -0.8 | i | -9 | 0.6 | 3.6 | i | -213 | -292 | 0.3 | -0.6 | 2.2
O=C(Cn1nnc(-c2ccccc2Cl)n1)N/N=C/c1ccc2c(c1)OCO2 | 1.4 | 1 | -9 | -1.6 | -3.5 | 3 | 5 | -3 | -0.6 | 0.6 | 0.0
O=S(=O)(c1cccnc1)N1CCn2cccc2C1c1ccccc1F (stereo not given) | 1.7 | -5 | -7 | -1.2 | 2.1 | -7 | -10 | -13 | 2.8 | 0.5 | -0.4
COCCN(C[C@@H]1[C@H](c2ccccc2)[C@H](CO)N1c1nc(C)c(C)s1)S(=O)(=O)c1ccccc1[N+](=O)[O-] | . | 5 | 2 | -1.4 | 0.2 | 11 | 2 | 1 | 0.8 | . | 2.2
COc1cc2c(cc1OC)CN(C(=O)c1ccncc1)CC2 | 1.6 | -14 | 1 | -0.7 | 0.3 | -16 | -48 | -69 | 0.2 | 1.3 | -1.3
CCOC(=O)C1CCCN(C(=O)c2cc(S(=O)(=O)N3CCCCC3)ccc2Cl)C1 (stereo not given) | 0.2 | 2 | 3 | -1.7 | -4.4 | -4 | 6 | 8 | -2.7 | -2.6 | -2.5
CCc1ccc(OCCOCC(O)CN(CCO)CCO)cc1 (stereo not given) | 1.6 | 2 | 7 | -0.8 | 3.5 | 13 | 4 | 11* | -0.1 | -1.7 | -0.1
COc1ccc(-c2cn(-c3ccc(C)c(C)c3)c(=S)[nH]2)cc1OC | 0.2 | 0 | 19 | -1.1 | 0.6 | 8 | 0 | 0 | -0.7 | -0.6 | -2.9
CCOc1ccc(CN(C)CC(=O)Nc2cc(C)c(C)cc2[N+](=O)[O-])cc1 | 1.5 | -3 | 2 | -1.3 | 2.5 | -4 | 0 | -7 | 0.3 | 0.4 | 0.0
CCOC(=O)c1c(-c2ccncc2)csc1N | -2.2 | 0 | -2 | -1.4 | -1.0 | -2 | -1 | 2 | -0.7 | 0.7 | -1.7
Cc1cccc(C2Nc3ccccc3C(=O)N2c2ccc(F)cc2)n1 (stereo not given) | -0.7 | -277 | 3 | -1.5 | 0.6 | i | -434 | i | -0.3 | -0.4 | -0.3
OC12CCCCC1C(c1ccc3c(c1)OCO3)N(Cc1ccc(F)cc1)CC2 (stereo not given) | 15* | 4 | -10 | -1.4 | 0.6 | 7 | 0 | 6 | 0.0 | 0.1 | -1.2
Cc1ccccc1Sc1ncccc1[N+](=O)[O-] | 1.1 | -2 | 3 | -0.5 | -1.0 | -7 | 4 | -5 | -0.3 | 1.2 | -1.1
O=C(Nc1ccc(F)c(Cl)c1)c1ccc2c(c1)OCO2 | 2.8 | -2 | 3 | 0.3 | 11* | 2 | -3 | -6 | 2.3 | 2.6 | 6.2*
CN1CC2(C)CN(C(c3ccccc3)c3ccccc3)CC(C)(C1)C2O (stereo not given) | -2.6 | -5 | 5 | -0.9 | -0.2 | 2 | 1 | 0 | -1.1 | 1.1 | 1.0
O=C(NCc1ccc(F)cc1)C1CCC(CNS(=O)(=O)c2ccccc2)CC1 (stereo not given) | -1.6 | -5 | -6 | -1.5 | 1.6 | 2 | 3 | -5 | -0.2 | -0.2 | -2.3
CS(=O)(=O)N1CCN(c2ccc([N+](=O)[O-])c(NCc3cccnc3)c2)CC1 | 2.0 | 3 | 2 | -1.4 | -1.6 | 10 | -1 | 3 | 0.2 | 0.4 | 0.4
Cc1cccc(NC(=O)CSCC(=O)Nc2ccccc2C(=O)N2CCCCC2)c1 | 2.3 | 1 | 0 | -1.3 | -0.8 | -14 | 1 | 4 | -0.6 | 2.0 | -2.5
CC1=C(C(=O)N2CCCC(N3CCN(c4cccc(Cl)c4)CC3)C2)OCCO1 (stereo not given) | 0.5 | 1 | 3 | -0.7 | 2.2 | 7 | 2 | 0 | -0.9 | -1.0 | -3.2
COc1cccc(-n2nc3c(=S)[nH]nc(C)c3c2C)c1 | -1.1 | 2 | 4 | -0.4 | -1.4 | 6 | 2 | 4 | -0.5 | -0.2 | -1.8
O=C(Nc1ccc(Cn2ccnc2)cc1)c1cccc(C(F)(F)F)c1 | -1.7 | -1 | -21 | -0.3 | 0.4 | 2 | 3 | -8 | -0.4 | -0.8 | -1.0
Fc1ccccc1CNc1cc(Cl)cc(Cl)c1 | 1.4 | 3 | -4 | -1.6 | -0.2 | 15 | 2 | 0 | 0.6 | 0.5 | -2.6
